# Screening data from PubChem.
# PPARg SRC3 recr: promotes SRC-3 coactivator recruitment by human PPARgamma; 200,000 compounds, 0.26% hits; AID 731; biochemical PPARgamma/SRC-3 coactivator recruitment assay; P37231; activation, % at 8 µM; in the data active = activation above about 23%;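 note: 0% = DMSO and 100% = reference agonist; some compounds past the cut are filed as inactive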
# TR-FRET SRC-2 ct: TR-FRET artefact, counter-screen to PPARgamma/SRC-2 agonist assay; TR-FRET ratio at 8 µM; 200,000 compounds, 0.4% hits; stronger effect = higher value; in the data active = TR-FRET ratio above about 2000; note: inactives centre near 1500
# STAT3 inh: STAT3 signaling inhibition | U3A cells, IL-6 STAT3-luciferase reporter, luminescence; host cell line lacks STAT1 | inhibition, % at 5.5 µM | 190,000 compounds, 0.89% hits | AID 862;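 active = inhibition above the mean inhibition across all screened compounds plus 3 SD, cut at about 44% in these data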;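 note: 0% = DMSO only wells and 100% = 100 µM nifuroxazide control wells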
# RAM inhibit: yeast RAM network inhibition; S. cerevisiae dse1pr::URA3 reporter, 5-FOA growth OD615, 2 d; analog-sensitive cbk1-as2 kinase mutant strain; 190,000 compounds, 1.8% hits; inhibition, % at 50 µM;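 active = inhibition above a set limit, 3 SD over mean compound inhibition, cut at about 8.4% in these data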;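 note: 0% = DMSO-only wells with no growth and 100% = 10 µM 1-NA-PP1 full growth; inhibition rescues growth on 5-FOA so higher OD means more RAM inhibition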
# STAT1 blocker: reduces IFN-gamma driven STAT1 reporter signal; NIH 3T3 STAT1-luciferase reporter, luminescence; inhibition, % at 5.5 µM; 200,000 compounds, 0.35% hits; AID 920;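 active = inhibition above a set limit, the mean inhibition across all tested compounds plus 3 SD, cut at about 34% in these data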;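 note: 0% = IFN-gamma with DMSO and 100% = IFN-gamma with 300 µM nifuroxazide; values of inactives mirror those of a sister screen read the other way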
# PPARg SRC-1 ag: promotes SRC-1 coactivator recruitment by human PPARgamma; P37231; PPARgamma-SRC-1 coactivator recruitment biochemical assay; activation, % at 8 µM; 200,000 compounds, 0.41% hits; AID 631; in the data active = activation above about 19%;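 note: 0% = DMSO and 100% = reference agonist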
# ROMK primary: modulates human ROMK potassium channel activity; P48048; Tet-inducible ROMK, thallium flux fluorescence; actives lie on both sides; B-score at 10 µM; 130,000 compounds, 2% hits;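 active = signal ratio slope over the read window, or its plate-corrected B-score, at least 3 SD from the plate mean, either direction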;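 note: B-score of the F/F0 ratio slope over 7 to 12 s after thallium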
# Target sequence (P48048 whole entry, looked up): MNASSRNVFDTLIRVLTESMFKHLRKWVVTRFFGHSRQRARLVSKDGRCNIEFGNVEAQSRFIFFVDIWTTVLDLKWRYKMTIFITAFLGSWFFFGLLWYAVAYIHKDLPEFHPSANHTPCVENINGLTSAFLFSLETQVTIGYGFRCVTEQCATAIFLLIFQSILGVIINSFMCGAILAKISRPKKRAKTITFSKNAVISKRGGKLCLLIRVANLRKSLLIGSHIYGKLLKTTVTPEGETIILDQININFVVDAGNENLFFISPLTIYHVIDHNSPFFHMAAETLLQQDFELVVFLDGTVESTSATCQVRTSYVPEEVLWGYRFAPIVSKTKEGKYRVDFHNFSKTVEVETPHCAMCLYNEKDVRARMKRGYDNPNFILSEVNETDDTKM
# TLR4-MyD88 BLA: inhibitors of human TLR4-MyD88 binding | AID 861 | O00206+Q99836 | 200,000 compounds, 0.18% hits | inhibition, % at 8.4 µM | HeLa CL3-4 TLR4/MyD88 BLA complementation, FRET ratio; in the data active = inhibition above about 25%;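 note: 0% = vehicle and 100% = reference inhibitor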
# PPARg SRC2 recr: promotes SRC-2 coactivator recruitment by human PPARgamma; P37231; PPARgamma LBD-SRC-2 recruitment, biochemical; activation, % at 8 µM; 200,000 compounds, 0.34% hits; in the data active = activation above about 22%;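 note: 0% = vehicle and 100% = reference agonist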
# S1P3 antag: S1P3 (human) receptor antagonism. CHO S1P3 NFAT-BLA reporter, FRET fluorescence, antagonist mode. inhibition, % at 4.98 µM. 170,000 compounds, 0.27% hits. AID 485;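 active = inhibition above the plate cutoff, the mean inhibition of test wells on that plate plus 3 SD, cut at about 28% in these data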;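 note: cells challenged with S1P at its EC80 of 0.8 µM; blue over green emission ratio from cleaved BLA substrate after 4 h stimulation; 0% = S1P-stimulated wells and 100% = unstimulated DMSO-only wells; some compounds past the cut are filed as inactive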
# Target sequence (Q99500 whole entry, looked up): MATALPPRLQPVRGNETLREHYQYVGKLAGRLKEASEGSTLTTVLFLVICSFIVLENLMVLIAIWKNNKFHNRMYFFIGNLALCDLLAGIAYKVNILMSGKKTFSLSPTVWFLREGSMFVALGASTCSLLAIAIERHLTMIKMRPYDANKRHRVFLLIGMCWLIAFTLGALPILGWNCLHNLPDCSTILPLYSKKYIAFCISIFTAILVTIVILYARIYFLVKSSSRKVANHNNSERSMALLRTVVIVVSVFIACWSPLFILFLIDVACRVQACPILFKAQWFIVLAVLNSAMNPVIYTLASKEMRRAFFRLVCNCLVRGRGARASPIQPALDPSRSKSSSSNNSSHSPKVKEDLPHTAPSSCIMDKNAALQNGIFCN
# STAT3 activator: activators of IL-6 induced STAT3 signaling; AID 871; U3A cells, IL-6 STAT3-luciferase reporter, luminescence; 100% = signal with IL-6 EC80 alone; activation (% of control), % at 5.6 µM; 190,000 compounds, 0.91% hits;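 active = activation above the screen-wide mean of compound activation plus 3 SD, cut at about 130% in these data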;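 note: 0% = background luminescence of wells with medium and substrate only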
#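 Material: STAT3-luciferase reporter U3A cells; Probe or stimulus: IL-6 (33 ng/mL); Incubation: compound pre-incubation 1 h before IL-6, then 6 h stimulation at 37 °C; Technique: luminescence from STAT3-driven luciferase reporter; Evaluation: % activation versus median of IL-6-stimulated wells; Controls: IL-6-only high control.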
# The depositor's hits bear a star; · = no result given. A portion of the library; count on the stated rates, not on these rows.
SMILES,PPARg SRC3 recr,TR-FRET SRC-2 ct,STAT3 inh,RAM inhibit,STAT1 blocker,PPARg SRC-1 ag,ROMK primary,TLR4-MyD88 BLA,PPARg SRC2 recr,S1P3 antag,STAT3 activator
CCCCS(=O)(=O)N1CCN(C(=N)N[N+](=O)[O-])CC1,0,1679,13,1.4,-2,-2,0.12,-20,0,-2,96
Cc1nn(Cc2ccc(Cl)cc2Cl)c(Cl)c1C(=O)O,3,1721,0,2.9,-8,12,-0.029,10,2,3,101
CCCCn1c(N)c(N(CCOC)C(=O)CN2CC=C(c3ccccc3)CC2)c(=O)[nH]c1=O,-1,1483,1,-0.1,3,0,0.054,-1,4,-14,99
O=C(c1ccco1)c1cn(Cc2ccccc2)c2ccccc12,4,1332,1,6.4,-6,2,-0.4,0,1,·,104
CC(C)CCNC(=O)c1c(N)n(CC2CCCO2)c2nc3ccccc3nc12 (configuration not stated),6,1537,-3,1.3,-5,2,-0.75,-39,7,·,101
O=c1[nH]c(=O)n(Cc2ccccc2)c(O)c1C=NCCCO,4,1554,4,0.5,1,8,·,3,3,-28,96
CN1CCN(CC(=O)Nc2ccc(Cl)cc2C(=O)c2ccccc2)CC1,8,1644,6,1.5,3,0,-0.32,-13,9,18,97
Cc1nc2cc(C(F)(F)F)ccc2n1C1CCN(Cc2nnnn2Cc2cccs2)CC1,3,1740,5,1.7,4,-3,-0.44,-2,4,·,99
CCc1ccc(OCCCN=C(C)c2c(O)n(C)c(=O)n(C)c2=O)cc1,-2,1423,14,4.6,-1,-4,·,3,-4,0,91
CCOc1cccc(C2NCc3ccccc3-n3cccc32)c1O (configuration not stated),4,1600,-1,0.2,0,-7,-0.75,-5,4,-3,106
Cc1nc2ccccc2c(=O)n1-c1ccccc1C(F)(F)F,13,1574,11,0.1,3,-2,·,5,10,·,95
Cc1cc(Cl)ccc1C(=O)C1CCCN(Cc2ccon2)C1 (configuration not stated),-3,1375,3,-0.4,8,4,1.2,-6,-4,7,102
O=C(Nc1ccc(F)cc1F)c1cccn(Cc2ccccc2)c1=O,-2,1531,24,3.0,2,-5,-1.3,11,-4,-14,82
O=C(O)Cn1cc(/C=C2\C(=O)NC(=O)N(Cc3ccco3)C2=O)c2ccccc21,1,1796,-17,0.2,8,-1,-0.2,7,0,5,121
Clc1ccc(COC(Cn2ccnc2)c2ccc(Cl)cc2Cl)cc1 (configuration not stated),-3,1649,0,-1.4,2,8,·,7,7,2,102
O=C1NC(=O)N(c2ccccc2)C(=O)/C1=C/c1ccoc1,-2,1604,4,2.0,1,1,0.91,-5,-1,3,99
Cc1cc(N2CCOCC2)ccc1/C=C1\C(=O)NC(=O)N(c2ccccc2)C1=O,1,1599,13,1.8,-4,0,-0.14,6,3,-3,94
Cn1c(O)c(N=Nc2cccc(S(=O)(=O)N3CCOCC3)c2)c(=O)n(C)c1=O,4,1765,3,2.7,6,4,2.1,10,6,7,104
CC(=O)c1c(C)n(Cc2ccccc2Cl)c2ccc(O)cc12,0,1567,-6,1.7,-3,-6,0.43,-3,5,3,108
COc1c(O)ccc2c1-c1c3c(cc4c1C(C2)N(C)CC4)OCO3 (configuration not stated),1,1573,16,-0.8,8,4,0.22,-1,5,10,84
O=C(COc1ccccc1)N1CCN(C2CC3CCC2C3)CC1 (configuration not stated),-16,1577,9,3.2,-4,3,-0.028,-12,2,·,94
Cc1ccc(-n2c(O)c(C=Nc3ccccc3N)c(=O)[nH]c2=O)cc1C,-7,1375,-1,4.5,-40,0,-0.084,1,0,-33,104
O=C1NC(=O)C2=Cc3ccc(O)cc3OC2(O)N1 (configuration not stated),1,1488,-5,1.6,-4,4,·,9,-8,-17,106
COc1ccc(-n2c(=O)[nH]c3ccccc3c2=O)cc1,0,1486,3,0.0,1,9,·,0,-10,·,100
Cc1ccccc1CN1CCN(C(=O)Cc2ccccc2)CC1,1,1397,3,0.7,2,-8,-1.7,-5,-7,-13,100
COc1ccc(-n2c(O)c(/C=C/C=Nc3ccccc3)c(=O)[nH]c2=O)cc1,3,1747,4,5.3,8,4,·,9,2,-7,97
COc1ccc(C(=O)C2CN(C)CC2c2ccc(Cl)cc2)cc1 (configuration not stated),0,1562,11,1.2,8,4,-0.31,-1,-1,-9,96
O=C1NC(=O)N(c2ccc(Br)cc2)C(=O)/C1=C/c1ccsc1,-1,1541,7,1.0,5,15,1.6,-5,5,-18,96
O=C(CCc1nc(-c2ccccc2F)no1)N1CCC2(CC1)OCCO2,5,1406,4,-0.2,-2,3,·,7,-5,-17,99
Cc1nn(C2CCOC(C)(C)C2)c2c1C(c1ccc3c(c1)OCO3)SCC(=O)N2 (configuration not stated),0,1468,0,1.5,5,-8,-0.17,11,0,·,104
c1ccc(C2CC3CC4(CCCC4)N2O3)cc1 (configuration not stated),6,1382,3,1.0,5,1,·,9,-8,-15,100
CN(C)c1ccc(CN2CC=C(c3ccc(F)cc3)CC2)cc1,0,1519,-4,-0.3,-8,-6,-2.8,-6,-10,10,106
CCN(CC)CCCC(C)N=C(c1ccccc1)c1c(O)n(C)c(=O)n(C)c1=O (configuration not stated),10,1686,2,-0.3,-3,3,-0.0026,6,16,·,102
COc1ccc(C(=O)C2CCCN(C3CSCCSC3)C2)c(OC)c1 (configuration not stated),-1,1551,5,0.2,-3,4,-1.2,11,-2,-8,99
Cc1ccnc(-n2c(-c3ccccc3)nc3ccccc3c2=O)c1,6,1438,15,0.8,0,12,·,1,9,·,96
COc1ccc(C(=O)c2nc3ccccc3n2C(C)C)cc1,1,1738,5,-0.1,4,12,-0.28,-5,15,-3,98
CCCCC1(CN2CCCC2=O)C(=O)NC(=O)NC1=O,-4,1486,1,3.5,-3,-4,-0.13,-5,-4,·,103
CCOC(=O)CSCCOc1ccc(C=C2C(=O)NC(=O)NC2=O)cc1OC,-4,1743,8,1.5,4,0,0.043,2,1,-13,95
CCOc1ccc(Cl)cc1CNCCc1ccc(F)cc1,2,1422,5,2.3,-2,1,·,8,1,3,102
Cc1nn(Cc2ccccc2)c(Cl)c1C(=O)OCC(=O)Nc1cccc2ccccc12,-2,1574,6,2.8,5,4,·,-7,6,4,97

# Individual results from the list:
# COc1ccc(C(=O)C2CCCN(C3CSCCSC3)C2)c(OC)c1 (configuration not stated) @ PPARg SRC3 recr = -1
# O=C1NC(=O)N(c2ccc(Br)cc2)C(=O)/C1=C/c1ccsc1 @ TR-FRET SRC-2 ct = 1541

# Next compounds:
SMILES,PPARg SRC3 recr,TR-FRET SRC-2 ct,STAT3 inh,RAM inhibit,STAT1 blocker,PPARg SRC-1 ag,ROMK primary,TLR4-MyD88 BLA,PPARg SRC2 recr,S1P3 antag,STAT3 activator
CCC1(c2ccccc2)C(=O)N(C)C(=O)N(C)C1=O,0,1341,0,0.8,7,0,0.16,9,0,·,99
CC/C(CC(c1ccccc1)c1c(O)c2ccccc2oc1=O)=N\NC(N)=S (configuration not stated),9,1589,6,0.1,7,8,1.4,-8,4,-2,94
Cc1cccc(OP(=O)(NCc2ccccc2)Oc2cccc(C)c2)c1,1,1568,13,0.5,6,-2,0.066,-5,-2,-1,91
O=C(C1CCC(=O)N1C1CCCC1)N1CCC2(CC1)OCCO2 (configuration not stated),4,1616,2,-0.9,-1,12,·,-4,5,·,102
O=C(NC1CC1)C1CSC(c2cccnc2)=N1 (configuration not stated),2,1650,2,2.2,8,3,0.38,-3,-3,·,100
CN1CCC(OC(=O)Cc2ccccc2)CC1,8,1335,6,-0.9,3,2,0.35,8,-2,9,99
CN(C)C(=O)Oc1cccc(OCc2n(C)c3ccccc3[n+]2C)c1,4,1629,3,-0.3,-2,1,-0.4,-9,3,3,101
O=C(Cc1ccccc1)Oc1ccccc1N1C(=O)CCC1=O,4,1520,4,0.3,9,4,0.18,-10,6,-5,100
CCCOc1ccc(N2C(=O)CC(N3CC=C(c4ccccc4)CC3)C2=O)cc1 (configuration not stated),6,1485,14,2.6,-1,4,-0.45,11,10,-9,94
COc1ccc(-n2c(O)c(C=Nc3c(C)n(C)n(-c4ccccc4)c3=O)c(=O)[nH]c2=O)cc1,19,1726,8,1.2,0,-1,·,-12,4,·,97
CN1CCN(C(=O)Cc2nc3ccccc3[nH]2)CC1,-6,1608,4,0.4,-6,4,·,7,12,-6,105
Cn1cc(C(=O)NP(=O)(N2CCOCC2)N2CCOCC2)c2ccccc21,6,1577,-1,1.4,-4,1,-0.8,-8,7,-12,103
COc1ccc(C(=O)C23CN4CN(CN(C4)C2)C3)cc1,-6,1613,11,1.1,2,-6,0.7,-19,3,-11,97
CCn1c(O)c(C=Nc2ccc(S(N)(=O)=O)cc2)c(=O)[nH]c1=S,4,1597,-1,2.2,-5,0,1.2,-5,12,-13,101
Cc1ccc(N2C(=O)/C(=C/c3ccc(CN(CCC#N)S(C)(=O)=O)o3)C(=O)NC2=S)cc1,5,1596,-3,-0.5,5,-4,·,0,2,·,104
N#Cc1ccccc1Cn1cc(C(=O)c2ccccc2F)c2ccccc21,1,1644,1,3.5,10,4,0.79,-16,2,-5,99
CC(=O)Nc1cc(C(=O)N2CCC3(CC2)OCCO3)ccc1S(=O)(=O)c1ccc(Cl)cc1,-3,1537,12,0.9,2,9,-0.13,-8,7,·,95
O=C(c1cc(-c2cccnc2)nc2ccc(Cl)cc12)N1CCC2(CC1)OCCO2,11,1560,-4,-0.1,6,4,·,12,10,9,106
CCCCN1CCC(O)(c2ccccc2)C(C(=O)c2ccccc2)C1 (configuration not stated),-1,1266,-4,-0.4,4,-1,·,1,0,·,105
CC(C)n1cc(C(=O)N(CC(=O)NC2CCCC2)Cc2ccccc2)cn1,4,1474,10,0.9,4,4,-0.53,11,2,-7,99
O=C(Cc1ccccc1)OCn1nnc2ccccc2c1=O,-5,1560,-1,-0.5,9,-1,0.35,11,-1,·,103
c1ccc2oc(N3CCNCC3)nc2c1,19,1705,9,2.3,11,11,0.00093,1,11,8,94
CN1CCC(N(C)c2nc(-c3ccccc3)nc3ccccc23)CC1,3,1428,-9,-0.5,3,-5,-1.6,-10,8,16,111
Cn1c(O)c(C(=NCCc2c[nH]c3ccccc23)c2ccccc2)c(=O)n(C)c1=O,3,1655,3,1.4,2,1,-0.54,8,7,-9,104
CCC(C)n1c(O)c(/C=N/Nc2ccccc2)c(=O)[nH]c1=S (configuration not stated),-4,1624,-2,2.9,-9,5,·,2,18,-5,98
O=c1[nH]c(=O)n(Cc2ccc(F)cc2)c(O)c1C=NCCCn1ccnc1,4,1608,6,0.9,-8,4,-0.2,-5,8,·,99
CCOC(=O)c1c(/N=C/C2C(=O)NC(=S)NC2=O)sc2c1CCC2,9,1462,-3,1.4,-4,-5,-0.81,7,12,-23,108
CCCCP(=O)(O)c1ccccc1,12,1436,0,1.3,3,6,·,9,4,-14,108
